Screens (PubChem BioAssay)
KAT2A inh – qHTS Assay for Inhibitors of GCN5L2 | Potency, µM (highest dose often 58.9 µM), inactives show at the top dose activity change, negative = inhibition, usual class: inhibitors | GCN5L2 HAT assay, ThioGlo1 CoA-SH fluorescence | hit rate 0.21% among 390,000 | Histone acetyltransferase KAT2A (Homo sapiens), Q92830; active = well fitted inhibition curve with a large enough effect; inconclusive = small, poorly fitted or top-dose-only effect, or another doubt; inactive = no such curve, though single readings can be large or run the other way
Target sequence (Q92830 whole entry, looked up): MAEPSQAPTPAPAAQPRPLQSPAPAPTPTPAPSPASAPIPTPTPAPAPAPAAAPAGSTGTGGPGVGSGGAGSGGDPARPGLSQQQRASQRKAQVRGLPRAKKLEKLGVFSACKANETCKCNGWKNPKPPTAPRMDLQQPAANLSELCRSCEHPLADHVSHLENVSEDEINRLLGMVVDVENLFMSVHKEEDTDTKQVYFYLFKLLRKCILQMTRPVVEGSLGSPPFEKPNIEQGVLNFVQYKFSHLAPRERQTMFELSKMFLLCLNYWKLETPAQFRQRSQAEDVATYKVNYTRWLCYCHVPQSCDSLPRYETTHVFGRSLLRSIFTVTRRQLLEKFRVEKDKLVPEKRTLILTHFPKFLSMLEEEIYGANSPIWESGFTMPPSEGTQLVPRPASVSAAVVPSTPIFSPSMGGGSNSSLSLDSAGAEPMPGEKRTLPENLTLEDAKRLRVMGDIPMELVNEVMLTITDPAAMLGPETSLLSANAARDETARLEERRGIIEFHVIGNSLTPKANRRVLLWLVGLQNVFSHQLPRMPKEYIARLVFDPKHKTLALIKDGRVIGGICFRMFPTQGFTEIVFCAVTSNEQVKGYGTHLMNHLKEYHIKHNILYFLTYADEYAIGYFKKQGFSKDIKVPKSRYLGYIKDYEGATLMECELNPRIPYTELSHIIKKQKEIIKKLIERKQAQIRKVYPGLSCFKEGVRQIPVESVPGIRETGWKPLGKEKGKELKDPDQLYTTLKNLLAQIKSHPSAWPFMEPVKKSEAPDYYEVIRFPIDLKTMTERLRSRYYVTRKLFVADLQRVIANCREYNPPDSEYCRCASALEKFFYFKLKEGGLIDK
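Free CoA generated was detected with ThioGlo1 (50uM) fluorescence at Ex340nm/Em540nm, read immediately and after 20 min at room temperature. Enzyme, 20 nM in HEPES pH 7.5 buffer, saw compounds 15 min before adding 75uM H3(1-25) peptide and 70uM acetyl-CoA.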
The depositor's hits bear a star; ? = inconclusive; & = joins results of further samples; [ ] = remark or other dose. % is set by controls: 0 for no effect and ±100 for the full control effect; potency is the fitted concentration of half-maximal effect. This is a subset; the hit share may differ from the screen's.

no.	compound	KAT2A inh
1	Cc1nc(SCc2nc3cc(Cl)c(F)cc3[nH]2)c2oc3ccccc3c2n1	-6.6%
2	CN1CCc2cc(NC(=O)Nc3cccnc3)ccc21	-5.1%
3	COc1ccc(O[C@H]2C=C[C@@H](c3ccccc3)O[C@@H]2COC(=O)CC/C(C)=N/O[C@@H](C)CN2CCCCc3nc(C)c(C)cc32)cc1	-8.3%
4	COc1ccc(-c2[nH]ncc2CN(Cc2nccn2C)C(C)C)cc1F	19.4%
5	CCOc1ccc(N(CC)C(=O)c2noc3c2COc2ccc(C)cc2-3)cc1	-2.4%
6	O=C1c2cc(O)cc(O)c2OC[C@@H]1c1ccc(O)c(O)c1	-8.3%
7	CCOC(=O)Oc1c(OC)cc(C(=O)O[C@H]2C[C@H]3CN4CCc5c([nH]c6cc(OC)ccc56)[C@@H]4C[C@H]3[C@@H](C(=O)OC)[C@@H]2OC)cc1OC	?
8	CC[C@@H]1CC=C[C@H]2[C@H]1C(=O)N(Cc1ccccc1)[C@H]2c1ccc2ccccc2c1	19.9%
9	NC1=NC(c2cn[nH]c2-c2ccc(F)cc2)n2c(nc3ccccc32)N1 (stereo not drawn)	3.2%
10	CCOc1ccc(C2CC(=O)Nc3c2c(=O)[nH]c2ncnn32)cc1 (stereo not drawn)	-0.7%
11	CNC(=O)c1c(NC(=O)c2ccc(S(=O)(=O)N3CCCC3)cc2)sc2c1CCN(C(C)C)C2	-12.8%
12	CCc1ccc(C(C(=O)NC2CCCCC2)N(C(=O)c2ccccn2)c2cccnc2)cc1 (stereo not drawn)	-3.6%
13	COc1ccccc1C(=O)NC1(C(F)(F)F)C(=O)NC(C)=C1C#N (stereo not drawn)	-5.5%
14	COc1ccc(C2C(C#N)=C(N)N3C(=C2C#N)Sc2ccccc23)cc1 (stereo not drawn)	-0.6%
15	CC[C@H](C)[C@H](NC(=O)[C@@H]1CCCN1C(=O)[C@H](Cc1cnc[nH]1)NC(=O)[C@H](CCCCNC(=O)[C@H](CCCN=C(N)N)NC(=O)OCc1ccccc1)NC(=O)[C@H](Cc1ccc(O)cc1)NC(=O)c1cccnc1)C(=O)O	18.2%
16	COc1ccc(NC(=S)N(CCO)Cc2ccccc2)cc1	-3.7%
17	CN[C@H](CC(C)C)C(=O)N[C@H]1C(=O)N[C@@H](CC(N)=O)C(=O)N[C@@H]2C(=O)N[C@H]3C(=O)N[C@H](C(=O)N[C@H](C(=O)O)c4cc(O)cc(O)c4-c4cc3ccc4O)[C@H](O)c3ccc(c(Cl)c3)Oc3cc2cc(c3O[C@@H]2O[C@H](CO)[C@@H](O)[C@H](O)[C@@H]2O[C@H]2C[C@](C)(N)[C@H](O)[C@H](C)O2)Oc2ccc(cc2Cl)[C@H]1O	0.5%
18	Cc1cccn2c(=O)c3cc(C#N)c(=O)n(CC4CCCO4)c3nc12 (stereo not drawn)	?
19	COc1ccc(C(=O)/C=C/Nc2ccc(S(=O)(=O)Nc3ncccn3)cc2)cc1	-0.5%
20	CC1=C(/C=C/C(=C/C=C/C(C)=C/C(=O)O)c2ccc(C)cc2)C(C)(C)CCC1	-17.5%
21	O=C(CSc1nnc(NC(=O)c2ccccc2Cl)s1)Nc1ccc2c(c1)oc1ccccc12	-12.4%
22	CCN1C(=O)[C@H]2[C@@H](c3ccc(-c4ccc(F)cc4)c(OC)c3)N[C@@](CC(C)C)(C(=O)OC)[C@H]2C1=O	-15.0%
23	O=C(NCc1cccnc1)C(=O)Nc1nccs1	-4.3%
24	Cc1csc(CNc2ncnc3ccc(-c4cccc(Cl)c4)cc23)c1	-10.8%&-5.7%
25	O=c1c2ccccc2c(C=Nc2ccc(S(=O)(=O)Nc3ncccn3)cc2)c(O)n1-c1cccc(Cl)c1	-8.3%
26	C=NC(C(=O)NC1C(=O)N2C1SC(C)(C)C2C(=O)O)c1ccccc1 (stereo not drawn)	-6.3%
27	CCc1ccc(/C=C2/SC(=S)NC2=O)cc1	?
28	CCCC(C)NC(=O)c1ccc(-c2ccccc2)cc1 (stereo not drawn)	-4.7%
29	O=C(CN1CCN(CCN2C(=O)c3cccc4cccc(c34)C2=O)CC1)c1ccc(Cl)cc1	-6.4%
30	COc1cc(/C=C2/C(=O)N(c3ccccc3)N=C2C)ccc1OS(=O)(=O)c1ccccc1	0.2%
31	COc1cc(/C=C(/C#N)c2nc(-c3cc4ccccc4oc3=O)cs2)cc([N+](=O)[O-])c1O	?
32	CCOc1ccc(S(=O)(=O)N2CCN(c3cc(Cl)ccc3Cl)CC2)c2ccccc12	-7.9%
33	Cc1cc(C=O)c2c(c1)C=CC1(Oc3ccccc3C(=O)N1C)O2 (stereo not drawn)	-1.0%
34	CNCCCNCc1ccc(SC)cc1	-14.4%
35	Cc1cc(/C=N/Nc2nc(N)ncc2[N+](=O)[O-])c(C)n1-c1cccc(C(F)(F)F)c1	-11.6%
36	COC(=O)[C@@]1(Cc2ccc(OC)cc2)[C@H]2c3cc(C(=O)N4CCCC4)n(CCc4c[nH]c5ccc(O)cc45)c3C[C@H]2CN1C(=O)c1ccccc1	-7.1%
37	COC(=O)c1ccccc1NC(=O)CSc1nnc(-c2ccc(C)cc2)o1	-2.6%
38	O=C(NCc1cccs1)c1cc(-c2ccncc2)nc2ccc(Br)cc12	20.3%
39	COC(=O)[C@@]1(Cc2ccc(OC)cc2)[C@H]2c3cc(C(=O)N4CCCC4)n(Cc4ccc(OC)c(OC)c4)c3C[C@H]2CN1C(=O)c1ccccc1	-8.2%
40	C=CC(=O)c1ccc(CCCCCC)cc1	-19.3%&1.1%

Some of these compounds in order of the KAT2A inh value, highest first.
| # | Compound | KAT2A inh |
| --- | --- | --- |
| 38 | O=C(NCc1cccs1)c1cc(-c2ccncc2)nc2ccc(Br)cc12 | 20.3% |
| 37 | COC(=O)c1ccccc1NC(=O)CSc1nnc(-c2ccc(C)cc2)o1 | -2.6% |
| 26 | C=NC(C(=O)NC1C(=O)N2C1SC(C)(C)C2C(=O)O)c1ccccc1 (stereo not drawn) | -6.3% |
| 36 | COC(=O)[C@@]1(Cc2ccc(OC)cc2)[C@H]2c3cc(C(=O)N4CCCC4)n(CCc4c[nH]c5ccc(O)cc45)c3C[C@H]2CN1C(=O)c1ccccc1 | -7.1% |
| 39 | COC(=O)[C@@]1(Cc2ccc(OC)cc2)[C@H]2c3cc(C(=O)N4CCCC4)n(Cc4ccc(OC)c(OC)c4)c3C[C@H]2CN1C(=O)c1ccccc1 | -8.2% |
| 34 | CNCCCNCc1ccc(SC)cc1 | -14.4% |
| 22 | CCN1C(=O)[C@H]2[C@@H](c3ccc(-c4ccc(F)cc4)c(OC)c3)N[C@@](CC(C)C)(C(=O)OC)[C@H]2C1=O | -15.0% |

(next part)
no.	compound	KAT2A inh
41	CC1(C)S[C@@H]2[C@H](NC(=O)COc3ccccc3)C(=O)N2C1C(=O)OCc1cc2ccccc2n1S(=O)(=O)c1ccccc1 (stereo partly drawn)	-26.4%
42	Cc1cccc(NC(=O)CCNS(=O)(=O)c2ccc3c(c2)CCCC(=O)N3)c1C	-3.6%
43	CCc1ccc(N2C(=O)CSC23C(=O)N(Cc2ccc(C)cc2)c2ccccc23)cc1 (stereo not drawn)	-6.0%
44	Cc1ccc(Cn2c(SCC(=O)Nc3cccc(C)n3)nc3c2c(=O)n(C)c(=O)n3C)cc1	-1.4%
45	O=C(NC1CC1)c1ccc2c(c1)S(=O)(=O)c1cc(Cl)ccc1C2=O	2.2%
46	CCn1c(SCC(=O)Nc2cc(NC(C)=O)ccc2OC)nnc1-c1ccncc1	-1.3%
47	COc1ccc(OCC(=O)NNC(=S)NC(=O)C2CCCCC2)cc1	-1.7%
48	O=C(O)[C@H]1C(=CCO)O[C@H]2CC(=O)N12	-17.7%
49	COc1cccc(C(=O)NCC2CCCO2)c1 (stereo not drawn)	-23.0%
50	O=C(O)c1ccc(Nc2nc(-c3cccnc3)nc3ccccc23)cc1	-4.1%
51	O=C1NC(Cc2ccccc2)c2nc3ccc(Br)cc3c(=O)n2-c2cc(Cl)ccc21 (stereo not drawn)	-2.5%
52	O=c1ccc2c(OCCCCc3ccccc3)c3ccoc3cc2o1	-15.3%
53	CCOc1ccc(NC(=O)Cn2c(=O)c(CNc3ccccc3)cc3cc4c(cc32)OCCO4)cc1	-3.6%
54	Cc1ccccc1Nc1nnc(SCC(=O)NC(=O)Nc2ccc3c(c2)OCCO3)s1	-2.0%
55	CCCOc1ccc(/C(O)=C2/C(=O)C(=O)N(CCOC)C2c2cccnc2)cc1 (stereo not drawn)	-2.3%
56	Cc1c(CC(=O)N[C@@H](CCCNC(N)=O)C(=O)O)c(=O)oc2cc3oc4c(c3cc12)CCCC4	-13.9%
57	O=C(Nc1cc(Cl)cc2c1[nH]c1cnccc12)c1cccnc1	3.3%
58	CC1=Nc2cc(C(=O)NCCc3ccc(Cl)cc3)ccc2Sc2c(C)ccc(C)c21	-5.7%
59	CC(NC(=O)Cc1cc(F)cc(F)c1)C(=O)NC(C(=O)OC(C)(C)C)c1ccccc1 (stereo not drawn)	-13.6%
60	O=C(O)c1ccccc1Cc1ccccc1	-5.8%
61	C[C@H]1O[C@H](O[C@H]2[C@H](O)[C@@H](O)[C@@H](O[C@H]3[C@H](O)[C@@H](O)C(O)O[C@@H]3CO)O[C@@H]2CO)[C@H](O)[C@@H](O)[C@@H]1N[C@H]1C=C(CO)[C@@H](O)[C@H](O)[C@H]1O (stereo partly drawn)	-0.4%
62	CC(=O)NC(Cc1ccccc1C)C(=O)NC1CCN(c2ncccc2[N+](=O)[O-])CC1 (stereo not drawn)	-2.2%
63	O=C(CSc1nnc(SCc2cccc3ccccc23)s1)N=Nc1c(O)[nH]c2ccccc12	47.9%[activator]
64	Nc1nc2n(n1)C1(CCCCC1)C1=C(CCCC1)N2	-3.7%
65	C[C@@H](O)CNC(C)(C)CC(=O)N[C@@H]1CCc2ccccc2N(Cc2ccc(-c3ccccc3-c3nn[nH]n3)cc2)C1=O	-0.4%
66	Nc1ccccc1NC(=O)c1ccc(CNC(=O)OCc2cccnc2)cc1	0.0%
67	Cn1c(=O)c2c3c(sc2n2c(SCc4ccc5c(c4)OCO5)nnc12)COC(C)(C)C3	-1.6%
68	CCN(CC)c1ccc(C(=C2C=CC(=[N+](CC)Cc3cccc(S(=O)(=O)[O-])c3)C=C2)c2ccc(N(CC)Cc3cccc(S(=O)(=O)O)c3)cc2)cc1	10µM*
69	Cc1nc(C2CCC3C4CCC5=CC(=O)CC[C@]5(C)C4CC[C@]23C)cs1 (stereo partly drawn)	-24.0%
70	CC(C)C[C@H](NC(=O)[C@H](Cc1ccccc1)C[C@@H](O)[C@H](Cc1ccccc1)NC(=O)OC(C)(C)C)C(=O)N[C@@H](Cc1ccccc1)C(N)=O	1.5%
71	CC(C)(C)c1ccc(C(=O)Nc2c(C(=O)c3ccc(F)cc3)oc3ccccc23)cc1	1.4%
72	C=CCOc1cccc(C2C(C(=O)c3ccc(C)o3)=C(O)C(=O)N2c2nnc(C)s2)c1 (stereo not drawn)	-11.1%
73	O=C1c2ccccc2NC(c2ccc(-c3ccccc3F)o2)N1O (stereo not drawn)	-12.1%
74	COc1cccc(N2CCN(c3ncnc4c3[nH]c3ccccc34)CC2C)c1 (stereo not drawn)	-2.8%
75	c1ccc(Cc2ccc(OCCCNC3CCCC3)cc2)cc1	-14.5%
76	COc1ccc2[nH]c(-c3ccc(F)cc3F)cc(=O)c2c1	-13.9%[88.6 µM]
77	Cc1ccc(S(=O)(=O)NN2C(=O)/C(=C/c3cccn3C)SC2=S)cc1	2.7%
78	C#CCOCCOCCOCCNc1nc(N2CCN(C(=O)[C@H](CCC(=O)O)n3cc(C(N)CO)nn3)CC2)nc(N2CCN(C(=O)[C@H](CCC(=O)O)n3cc(C(N)CC(C)C)nn3)CC2)n1 (stereo partly drawn)	1.7%
79	Cn1c(=O)c2c(nc(NCc3ccccc3)n2Cc2ccc(F)cc2)n(C)c1=O	-7.0%
80	c1ccc2c(-c3cn4ccccc4n3)c[nH]c2c1	-6.8%
81	CC[C@H](C)[C@H](NC(=O)[C@H](CCC(=O)O)NC(=O)CNC(=O)[C@H](CCCCN)NC(=O)[C@H](CCC(=O)O)NC(=O)[C@H](CCSC)NC(=O)[C@H](CCSC)NC(=O)[C@H](CCSC)NC(=O)[C@H](CCC(=O)O)NC(=O)CNC(=O)[C@H](CO)NC(=O)[C@H](CO)NC(=O)[C@H](CO)NC(=O)[C@@H](N)CC(N)=O)C(=O)N[C@@H](CCCCN)C(=O)O	21.4%
82	CCC(=S)/C=C1\Sc2ccc3ccccc3c2N1CCCS(=O)(=O)O	43.4%[activator]
83	CC(C)(C)OC(=O)N1CCC(c2c(C(=O)Nc3ccc4c(c3)OCO4)cnn2-c2ccccc2)CC1	-7.0%
84	CC[C@H](C)[C@H](NC(=O)[C@H](Cc1ccc(O)cc1)NC(=O)[C@@H]1CCCN1C(=O)[C@@H](NC(=O)[C@@H](N)CCCCN)[C@@H](C)CC)C(=O)N[C@@H](CC(C)C)C(=O)O	2.1%
85	CC(=O)OC[C@]12CC[C@H]3[C@@](C)(CC[C@H]4C(C)(C)CCC[C@]34C)[C@@H]1C[C@H](C1=CC(=O)O[C@H]1OC(C)=O)O2	-29.5%
86	FC(F)(F)c1cc(C(F)(F)F)c2ccc(N/N=C/c3cccc(Cl)c3)nc2n1	-6.4%
87	CCOC(=O)c1c(NC(=O)/C=C/c2ccc(OCC)cc2)sc(C)c1C	0.8%
88	CCOc1ccc(C(=O)NCCc2sc(-c3ccc(OC)c(OC)c3)nc2C)cc1	-1.1%
89	CCCC[C@H](NC(C)=O)C(=O)N[C@@H](CCC(=O)O)C(=O)N[C@@H](Cc1cnc[nH]1)C(=O)N[C@H](Cc1ccccc1)C(=O)N[C@@H](CCCN=C(N)N)C(=O)N[C@H](Cc1c[nH]c2ccccc12)C(=O)NCC(N)=O	-3.0%
90	Cc1ccc(C(=O)NC(=S)N(C)C2CCCCC2)cc1Br	2.4%
